KDM4C inh = inhibitors of human demethylase GASC-1 KDM4C; inhibition, % at 12.5 µM; 0.15% of 96,000 active; GST-KDM4C 2-372, H3K9me3 peptide, LANCE TR-FRET; Q9H3R0; AID 720574;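 active = mean replicate inhibition above about 25%, with at least 55% of replicates also reaching it, limit read from the data, passing the limit was not always enough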
Target sequence (Q9H3R0 2-372 limits assumed): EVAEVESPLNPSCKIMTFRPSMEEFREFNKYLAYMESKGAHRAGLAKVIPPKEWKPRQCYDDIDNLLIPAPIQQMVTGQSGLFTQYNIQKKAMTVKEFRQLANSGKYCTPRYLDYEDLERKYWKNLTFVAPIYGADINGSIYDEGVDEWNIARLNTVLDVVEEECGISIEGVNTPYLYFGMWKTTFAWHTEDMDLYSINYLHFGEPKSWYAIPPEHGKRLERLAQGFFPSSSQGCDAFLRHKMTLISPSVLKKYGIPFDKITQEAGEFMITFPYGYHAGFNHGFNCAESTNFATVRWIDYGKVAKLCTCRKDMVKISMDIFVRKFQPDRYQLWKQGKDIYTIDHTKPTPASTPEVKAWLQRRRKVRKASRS
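Assay system: GST-GASC-1 enzyme fragment 2-372 | Amount: 10 nM enzyme | Medium: HEPES buffer, pH 7.5, plus ascorbate | Reagent: H3K9me3 peptide substrate, Fe(II), 2-oxoglutarate | Doses: Single-point compound screen | Incubation: 30 min demethylation and 1 h detection at room temperature | Measured by: LANCE TR-FRET, excitation 340 nm, emissions 618 and 671 nm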
C diff growth = blocks growth of Clostridium difficile; growth activity, negative = inhibition, % at 16 µg/mL (by protocol); Clostridium difficile clinical isolate growth, OD600, 24 h; stronger effect = lower value; 0.25% of 86,000 active;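 active = mean growth activity at or below -80% and every replicate also at or below -80%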;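 also: 0% = DMSO wells and -100% = levofloxacin 16 µg/mL wells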
Pf Dd2 growth = P. falciparum Dd2 growth inhibition; SYBR Green, 72 h; stronger effect = lower value; activity change, % at 10 µM; 2.3% of 94,000 active; in the data active = activity change below about -80%
* marks the source's active call; other numbers are inactive results; . = not tested or not shown; & = joins results of further samples. An excerpt (hit frequency here may not be typical).

SMILES | KDM4C inh | C diff growth | Pf Dd2 growth
C[C@@H]1CCCCO[C@@H](CN(C)CC2CC2)[C@H](C)CN([C@@H](C)CO)C(=O)c2cc(NC(=O)C3CCCCC3)ccc2O1 | 2.2 | . | .
CO[C@@H]1CN(C)C(=O)c2ccc(NC(=O)C3CCOCC3)cc2OC[C@H](C)N(CC2CC2)C[C@@H]1C | -0.2 | . | .
CO[C@@H]1CN(C)C(=O)c2cc(NC(=O)C3CC3)ccc2OC[C@@H](C)N(CC2CC2)C[C@H]1C | -0.2 | . | .
CO[C@@H]1CN(C)C(=O)c2cc(NC(=O)C3CC3)ccc2OC[C@@H](C)N(CC2CCOCC2)C[C@H]1C | 1.9 | . | .
CO[C@@H]1CN(C)C(=O)c2ccc(NC(=O)C3CCCC3)cc2OC[C@H](C)N(CC2CC2)C[C@@H]1C | -2.5 | . | .
C[C@@H]1CN([C@H](C)CO)C(=O)c2cc(NS(=O)(=O)c3ccc(F)cc3)ccc2O[C@@H]1CN(C)Cc1ccc(Cl)c(Cl)c1 | 0.1 | . | .
CCCNC(=O)Nc1ccc2c(c1)C(=O)N(C)C[C@@H](OC)[C@H](C)CN(C(=O)C1CC1)[C@H](C)CO2 | -0.4 | . | .
C[C@@H]1CN([C@H](C)CO)C(=O)Cc2cc(NC(=O)Nc3ccccc3)ccc2O[C@@H]1CN(C)C(=O)Nc1ccc2c(c1)OCO2 | 3.2 | . | .
CO[C@@H]1CN(C)C(=O)c2ccc(NC(=O)C3CC3)cc2OC[C@H](C)N(C(=O)c2ccccc2)C[C@H]1C | -1.5 | . | .
CO[C@H]1CN(C)C(=O)c2cc(NC(C)=O)ccc2OC[C@@H](C)N(C(=O)C2CCCCC2)C[C@H]1C | -1.5 | . | .
CO[C@H]1CN(C)C(=O)c2cc(NC(=O)c3ccccc3F)ccc2OC[C@H](C)N(CC2CC2)C[C@@H]1C | 0.4 | . | .
COc1ccc2c3c([nH]c2c1)[C@@H](CO)N(C(C)=O)CC31CN(C(=O)Nc2c(C)noc2C)C1 | . | . | 32
COc1ccc2c3c(n(C)c2c1)[C@H](CO)N(C(=O)c1ccccn1)CC31CN(C(C)=O)C1 | . | . | 37
COc1ccc2c3c([nH]c2c1)[C@H](CO)N(Cc1nccs1)CC31CCN(Cc2nccs2)CC1 | . | . | 10
CCCN(C)C[C@@H]1Oc2cc(C3=CCCCC3)ccc2S(=O)(=O)N([C@@H](C)CO)C[C@H]1C | . | . | -43
COc1ccc2c3c(n(C)c2c1)[C@@H](CO)NCC31CCN(C(=O)CC2CC2)CC1 | . | . | 24
COc1ccc2c3c(n(C)c2c1)[C@@H](CO)N(C(=O)CN(C)C)CC31CN(Cc2cccnc2)C1 | . | . | 29
COc1ccc2c3c([nH]c2c1)[C@H](CO)N(C(=O)C1CC1)CC31CCN(C(=O)c2ccncc2)CC1 | . | . | -19
COc1ccc2c3c(n(C)c2c1)[C@H](CO)N(C(=O)CC1CC1)CC31CCN(C(=O)C2CCC2)CC1 | . | . | 57
CCS(=O)(=O)N1CC2(CN[C@H](CO)c3c2c2ccc(OC)cc2n3C)C1 | . | . | 24
COc1ccc2c3c(n(C)c2c1)[C@H](CO)N(Cc1ccc2c(c1)OCO2)CC31CN(C)C1 | . | . | 46
COc1ccc2c3c(n(C)c2c1)[C@H](CO)NCC31CN(C(=O)c2ccccc2)C1 | . | . | 24
CO[C@H]1CN(C)C(=O)c2cc(NC(=O)c3ccc(-c4ccccc4)cc3)ccc2OC[C@H](C)NC[C@H]1C | . | . | -92*
COc1ccc2c3c(n(C)c2c1)[C@@H](CO)N(C(=O)c1ccncc1)CC31CCN(C)CC1 | . | . | 33
CCCC(=O)N1CC2(C1)CN(Cc1ccncc1)[C@@H](CO)c1[nH]c3cc(OC)ccc3c12 | . | . | 40
COc1cc(CN2CC3(CCN(C(=O)Nc4cccc(F)c4)CC3)c3c(n(C)c4cc(OC)ccc34)[C@H]2CO)cc(OC)c1 | . | . | 12
COc1ccc2c3c([nH]c2c1)[C@@H](CO)N(S(=O)(=O)c1cn(C)cn1)CC31CCN(Cc2ccccc2)CC1 | . | . | 11
CCCN(C)C[C@@H]1Oc2ncc(-c3ccccc3)cc2C(=O)N([C@H](C)CO)C[C@H]1C | . | . | -35
COc1cccc(CN2CC3(CCN(C(=O)Nc4c(C)noc4C)CC3)c3c([nH]c4cc(OC)ccc34)[C@@H]2CO)c1 | . | . | 14
COc1ccc2c3c([nH]c2c1)[C@@H](CO)N(Cc1ccccc1F)CC31CN(C(=O)C2CCOCC2)C1 | . | . | 32
COc1ccc2c3c([nH]c2c1)[C@H](CO)N(C(=O)Nc1ccccc1F)CC31CCN(C(=O)c2ccccc2F)CC1 | . | . | -42
COc1ccc2c3c([nH]c2c1)[C@@H](CO)N(Cc1ccncc1)CC31CN(C(=O)c2cccnc2)C1 | . | . | 32
COc1ccc2c3c([nH]c2c1)[C@@H](CO)N(C(=O)Nc1ccc(F)cc1)CC31CN(CC2CC2)C1 | . | . | 30
COc1ccc2c3c(n(C)c2c1)[C@H](CO)N(C(C)=O)CC31CN(Cc2cccnc2)C1 | . | . | 16
COc1ccc2c3c(n(C)c2c1)[C@H](CO)N(CC1CC1)CC31CN(C(=O)CN2CCOCC2)C1 | . | . | 37
COc1ccc2c3c(n(C)c2c1)[C@@H](CO)N(C(=O)Nc1ccc(F)cc1)CC31CN(S(=O)(=O)c2cccc(F)c2)C1 | . | . | 73
COc1ccc2c3c([nH]c2c1)[C@@H](CO)N(C(=O)c1ccc(F)cc1)CC31CN(C(=O)Nc2ccc(F)cc2)C1 | . | . | 37
CO[C@@H]1CN(C)C(=O)c2cc(NC(=O)c3cc(C)on3)ccc2OC[C@@H](C)N(S(=O)(=O)c2ccc(F)cc2)C[C@H]1C | . | . | -71
COc1ccc2c3c(n(C)c2c1)[C@@H](CO)N(C(=O)c1cccc(F)c1)CC31CCN(CC2CC2)CC1 | . | . | 0
COc1ccc2c3c([nH]c2c1)[C@@H](CO)N(Cc1ccc(Cl)cc1)CC31CCN(C(=O)CN(C)C)CC1 | . | . | -50
COc1ccc2c3c([nH]c2c1)[C@H](CO)N(Cc1ccccc1)CC31CN(C(=O)Cc2ccccc2)C1 | . | . | 28
CCS(=O)(=O)N1CCC2(CC1)CN(C(=O)CN1CCOCC1)[C@H](CO)c1c2c2ccc(OC)cc2n1C | . | . | 50
O=C(OC(C(=O)NCc1ccccc1)c1ccco1)c1ccccc1 (configuration not stated) | . | -1 | .
O=C(C1=C[C@@H](c2csc3ccccc23)C[C@@H](OCc2ccc(CO)cc2)O1)N1CCN(Cc2ccc3c(c2)OCO3)CC1 | . | 12&-5 | .
COc1cc2c(cc1OC)CN(C(=O)[C@@H]1[C@H]3C(=O)O[C@H](c4ccccc4)[C@H](c4ccccc4)N3[C@H](c3ccccc3OCCO)[C@@]13C(=O)Nc1ccc(C#CC4(O)CCCCCC4)cc13)CC2 | . | 3 | .
CC(C)(C)[C@@H]1C=C(C(=O)N2CCN(Cc3ccccc3)CC2)O[C@H](OCCCCO)C1 | . | 5 | .
C=CC[C@@]12N=C(c3ccc(OCCCO)cc3)O[C@@H]1c1ccccc1CN(CCS(=O)(=O)c1ccccc1)C2=O | . | 12 | .
C=CCNC(=O)[C@H]1[C@@H]2C(=O)O[C@@H](c3ccccc3)[C@@H](c3ccccc3)N2[C@@H](c2ccccc2OCCO)[C@]12C(=O)Nc1ccc(C#CCC(C(=O)OC)C(=O)OC)cc12 | . | 9 | .
CCCC[C@@H](O)C1=C(COc2ccccc2)C[C@H]2C(=O)N(Cc3ccccc3)C(=O)[C@H]2[C@H]1CO | . | 4 | .
O=C1O[C@@H](c2ccccc2)[C@@H](c2ccccc2)N2[C@@H](c3ccccc3OCCO)[C@]3(C(=O)Nc4ccc(C#CC5=CCCCC5)cc43)[C@@H](C(=O)N3CCCCCCC3)[C@H]12 | . | -6 | .
O=C1O[C@@H](c2ccccc2)[C@@H](c2ccccc2)N2[C@@H](c3ccc(OCCO)cc3)[C@]3(C(=O)Nc4ccc(C#CC5(O)CCCCCC5)cc43)[C@@H](C(=O)N3CCCCCCC3)[C@H]12 | . | -6 | .
C=CCN1Cc2ccccc2[C@@H]2OC(c3ccc(OCCCO)cc3)=N[C@]2(Cc2ccccc2)C1=O | . | 10 | .
O=C1CSC2=NC3(CO)Oc4ccccc4[C@H]([C@H]3CO)N12 | . | -1 | .
CCO[C@@H]1OC(C(=O)Nc2ccccc2)=C[C@H](C)[C@H]1CCCO | . | -4 | .
O=C(OC(C(=O)NCc1ccccc1)c1cccs1)c1ccccc1 (configuration not stated) | . | -7 | .
CC(C)N1C(=O)[C@@]2(Cc3ccccc31)c1ccccc1C(=O)N(Cc1ccccc1)[C@H]2c1ccc(CO)cc1 | . | -10 | .
O=C(NNC(=O)c1csc(-c2ccccc2)n1)c1ccccc1 | . | -10 | .
C#CCN1[C@H](/C=C/C2CC2)[C@H](Cc2ccccc2)OC(=O)[C@@H]1[C@@H]1N[C@@H](C(=O)OC)C(C)(C)S1 | . | -14 | .
COC(=O)C(CC#Cc1ccc2c(c1)[C@]1(C(=O)N2)[C@H](c2ccccc2OCCO)N2[C@H](c3ccccc3)[C@H](c3ccccc3)OC(=O)[C@H]2[C@@H]1C(=O)N1CCN(c2ncccn2)CC1)C(=O)OC | . | 3 | .
COc1ccc(C#Cc2ccc3c(c2)[C@]2(C(=O)N3)[C@H](c3ccc(OCCO)cc3)N3[C@H](c4ccccc4)[C@H](c4ccccc4)OC(=O)[C@H]3[C@@H]2C(=O)N2CCc3cc(OC)c(OC)cc3C2)cc1 | . | 1 | .

Copied from the entries so far for reference:
SMILES | KDM4C inh | C diff growth | Pf Dd2 growth
CC(C)(C)[C@@H]1C=C(C(=O)N2CCN(Cc3ccccc3)CC2)O[C@H](OCCCCO)C1 | . | 5 | .
C=CC[C@@]12N=C(c3ccc(OCCCO)cc3)O[C@@H]1c1ccccc1CN(CCS(=O)(=O)c1ccccc1)C2=O | . | 12 | .
C=CCNC(=O)[C@H]1[C@@H]2C(=O)O[C@@H](c3ccccc3)[C@@H](c3ccccc3)N2[C@@H](c2ccccc2OCCO)[C@]12C(=O)Nc1ccc(C#CCC(C(=O)OC)C(=O)OC)cc12 | . | 9 | .
CCCC[C@@H](O)C1=C(COc2ccccc2)C[C@H]2C(=O)N(Cc3ccccc3)C(=O)[C@H]2[C@H]1CO | . | 4 | .
O=C1O[C@@H](c2ccccc2)[C@@H](c2ccccc2)N2[C@@H](c3ccccc3OCCO)[C@]3(C(=O)Nc4ccc(C#CC5=CCCCC5)cc43)[C@@H](C(=O)N3CCCCCCC3)[C@H]12 | . | -6 | .
O=C1O[C@@H](c2ccccc2)[C@@H](c2ccccc2)N2[C@@H](c3ccc(OCCO)cc3)[C@]3(C(=O)Nc4ccc(C#CC5(O)CCCCCC5)cc43)[C@@H](C(=O)N3CCCCCCC3)[C@H]12 | . | -6 | .
C=CCN1Cc2ccccc2[C@@H]2OC(c3ccc(OCCCO)cc3)=N[C@]2(Cc2ccccc2)C1=O | . | 10 | .
O=C1CSC2=NC3(CO)Oc4ccccc4[C@H]([C@H]3CO)N12 | . | -1 | .
CCO[C@@H]1OC(C(=O)Nc2ccccc2)=C[C@H](C)[C@H]1CCCO | . | -4 | .
O=C(OC(C(=O)NCc1ccccc1)c1cccs1)c1ccccc1 (configuration not stated) | . | -7 | .
CC(C)N1C(=O)[C@@]2(Cc3ccccc31)c1ccccc1C(=O)N(Cc1ccccc1)[C@H]2c1ccc(CO)cc1 | . | -10 | .
O=C(NNC(=O)c1csc(-c2ccccc2)n1)c1ccccc1 | . | -10 | .
C#CCN1[C@H](/C=C/C2CC2)[C@H](Cc2ccccc2)OC(=O)[C@@H]1[C@@H]1N[C@@H](C(=O)OC)C(C)(C)S1 | . | -14 | .
COC(=O)C(CC#Cc1ccc2c(c1)[C@]1(C(=O)N2)[C@H](c2ccccc2OCCO)N2[C@H](c3ccccc3)[C@H](c3ccccc3)OC(=O)[C@H]2[C@@H]1C(=O)N1CCN(c2ncccn2)CC1)C(=O)OC | . | 3 | .
COc1ccc(C#Cc2ccc3c(c2)[C@]2(C(=O)N3)[C@H](c3ccc(OCCO)cc3)N3[C@H](c4ccccc4)[C@H](c4ccccc4)OC(=O)[C@H]3[C@@H]2C(=O)N2CCc3cc(OC)c(OC)cc3C2)cc1 | . | 1 | .

(further entries)
SMILES | KDM4C inh | C diff growth | Pf Dd2 growth
C/C(=N/NC(=O)C1CCCC1)c1ccc(NC(=O)C(F)(F)F)cc1 | . | -8 | .
NC(=O)[C@@H]1[C@H]2C(=O)O[C@H](c3ccccc3)[C@H](c3ccccc3)N2[C@H](c2ccc(O)cc2)[C@@]12C(=O)Nc1ccc(C#CC3=CCCCC3)cc12 | . | 5 | .
O=C(O)C1=C[C@H](c2ccc3c(c2)Cc2ccccc2-3)C[C@H](OCCCCO)O1 | . | -9 | .
CC(C)Cc1ccc(CN2CC[C@@H](NC(=O)c3ccccc3)C2)cc1 | . | -13 | .
C=CCN1C(=O)[C@]2(O[C@H](CCO)[C@@H]([Si](C)(C)c3ccc(OC)cc3)[C@@H]2C)c2ccccc21 | . | -16 | .
CCO[C@@H]1OC(C(=O)NC2CC2)=C[C@H](c2ccc3c(c2)OCO3)[C@H]1CCCO | . | 6 | .
CCO[C@H]1OC(C(=O)Nc2ccccc2)=C[C@@H](c2cn(C(C)=O)c3ccccc23)[C@@H]1CCCO | . | -13 | .
O=C(O)C1=C[C@H](C2CC2)C[C@H](OCc2ccc(CO)cc2)O1 | . | -7 | .
O=C(NCc1ccccc1)C1=C[C@H](C2CC2)C[C@H](OCCCCO)O1 | . | -1 | .
